Bioassay records: PubChem, National Center for Advancing Translational Sciences (NCATS)
GLS inhibitor = blocks human kidney-isoform glutaminase activity; O94925; 0.21% of 410,000 active; AID 624170; Potency, µM (titrated, usually from 45.5 µM), without a hit: top-dose activity change, negative = inhibition, actives largely listed as inhibitors; GLS enzymatic activity, qHTS titration; also: potency is read from the fitted curve at half-maximal effect; % is scaled to controls: 0 for no effect and ±100 for the full control effect
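Coupled fluorescence readout: glutamate oxidase/HRP/Amplex Red detect glutamate formed by hKGA from L-glutamine (1 mM solution added). Buffer 45 mM KH2PO4 pH 8.2, 0.02% Tween-20; reads at t0 and 30 min RT.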
Tb PGK inh = inhibitors of T. brucei phosphoglycerate kinase | P07378 | PGK/GAPDH coupled, Kinase-Glo luminescence, 60 min | Potency, µM (doses to about 57.5 µM), for the others: at the top dose activity change, negative = inhibition, usual class: inhibitors | 0.043% of 380,000 active | AID 602233; also: potency is read from the fitted curve at half-maximal effect; % is scaled to controls: 0 for no effect and ±100 for the full control effect; nearly all actives have a fitted effect of over 60% in size
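Luminescent ATP detection (Kinase-Glo Plus) follows a 60-minute room-temperature incubation, with wells lacking PGK as controls. Buffer: 100 mM TEA (pH 7.6), 5 mM MgCl2, 0.01% Tween-20. Coupling enzyme GAPDH (100 nM final) supplies unstable 1,3-BPG in-well.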
POLH inh = DNA polymerase eta (human) inhibition. Q9Y253. recombinant Pol eta, fluorescent DNA replication assay. Potency, µM (titrated, usually from 114 µM), inactives show top-dose activity change, negative = inhibition, actives largely listed as inhibitors. 1.2% of 390,000 active. AID 588591; also: potency is read from the fitted curve at half-maximal effect; % is scaled to controls: 0 for no effect and ±100 for the full control effect
Target sequence (Q9Y253 whole entry, looked up): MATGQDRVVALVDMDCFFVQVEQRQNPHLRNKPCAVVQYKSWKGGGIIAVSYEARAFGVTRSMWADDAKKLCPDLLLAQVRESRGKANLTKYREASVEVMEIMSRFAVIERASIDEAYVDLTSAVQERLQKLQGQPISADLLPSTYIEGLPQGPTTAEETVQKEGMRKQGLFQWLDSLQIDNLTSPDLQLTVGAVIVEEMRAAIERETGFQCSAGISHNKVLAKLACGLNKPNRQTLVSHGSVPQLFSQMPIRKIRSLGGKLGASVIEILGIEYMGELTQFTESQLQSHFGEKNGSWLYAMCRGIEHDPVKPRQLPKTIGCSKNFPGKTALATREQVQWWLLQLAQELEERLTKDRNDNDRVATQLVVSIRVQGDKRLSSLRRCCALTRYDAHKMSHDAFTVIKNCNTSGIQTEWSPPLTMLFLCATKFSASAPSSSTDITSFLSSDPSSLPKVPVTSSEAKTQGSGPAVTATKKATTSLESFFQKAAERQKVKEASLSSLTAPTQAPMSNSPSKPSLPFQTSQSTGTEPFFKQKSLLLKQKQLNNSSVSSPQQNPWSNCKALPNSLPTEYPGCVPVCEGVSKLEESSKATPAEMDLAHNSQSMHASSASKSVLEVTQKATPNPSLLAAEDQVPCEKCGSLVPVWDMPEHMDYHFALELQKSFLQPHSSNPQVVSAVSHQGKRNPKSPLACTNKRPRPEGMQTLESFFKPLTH
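Fluorescent replication assay: 50 nM final substrate added after a 15 min room-temperature compound preincubation with 10 nM enzyme. Signal taken at 0 min and again at 10 min.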
BAZ2B block = blocks human BAZ2B; AlphaScreen BAZ2B-H3K14Ac peptide displacement; Potency, µM (highest dose often 114 µM), for inactives: at the highest dose activity change, negative = inhibition, actives largely listed as inhibitors; AID 504333; Q9UIF8; 4.4% of 360,000 active; also: potency is read from the fitted curve at half-maximal effect; % is scaled to controls: 0 for no effect and ±100 for the full control effect; nearly all actives have a fitted effect of over 60% in size
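AlphaScreen displacement of biotin-H3(5-23)K14Ac peptide (50 nM final) from BAZ2B (50 nM final) in PBS pH 7.4, 0.01% Tween-20; complex preformed 30 min RT, then compounds (top 110 uM) 30 min RT, beads 20 min dark.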
HP1b chromo inh = blocks HP1-beta chromodomain binding to methylated histone tails. Potency, µM (doses to about 114 µM), for inactives: at the top dose activity change, negative = inhibition, most hits filed as inhibitors. AlphaScreen HP1-beta / biotin-H3K9me3 peptide binding. 0.56% of 390,000 active. P83916; also: potency is read from the fitted curve at half-maximal effect; nearly all actives have a fitted effect of over 70% in size; inactives centre near 23
Target sequence (P83916 whole entry, looked up): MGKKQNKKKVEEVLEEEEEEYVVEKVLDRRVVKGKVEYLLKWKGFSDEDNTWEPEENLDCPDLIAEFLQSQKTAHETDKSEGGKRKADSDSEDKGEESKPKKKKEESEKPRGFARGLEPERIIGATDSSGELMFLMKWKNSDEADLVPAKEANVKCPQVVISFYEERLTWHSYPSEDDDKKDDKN
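Compound inhibition of the preformed complex between 50 nM HP1-beta and 50 nM biotinylated H3K9me3 peptide was read by AlphaScreen. Buffer was PBS pH 7.4 with 0.01% Tween-20. Incubations ran 30 min at room temperature, with 10 ug/mL donor/acceptor beads.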
JMJD2A Tudor = JMJD2A Tudor domain (human) inhibition; Potency, µM (titrated, usually from 114 µM), without a hit: at the top dose activity change, negative = inhibition, most hits filed as inhibitors; AID 504339; 4.4% of 390,000 active; O75164; AlphaScreen JMJD2A-Tudor / H3K4me3 peptide binding; also: potency is read from the fitted curve at half-maximal effect; % is scaled to controls: 0 for no effect and ±100 for the full control effect; nearly all actives have a fitted effect of over 50% in size
G9a block = G9a (human) methyltransferase inhibition | Q96KQ7 | 8.8% of 350,000 active | AID 504332 | G9a H3K9 monomethylation, AlphaScreen, 2 h | Potency, µM (highest dose often 102 µM), inactives show at the top dose activity, negative = inhibition, usual class: inhibitors; also: potency is read from the fitted curve at half-maximal effect; % is scaled to controls: 0 for no effect and ±100 for the full control effect; nearly all actives have a fitted effect of over 75% in size
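Signal arises when biotinylated H3K9 peptide, once monomethylated, bridges streptavidin donor and antibody-captured acceptor beads. Enzyme at 20 nM was preincubated 15 min with test compounds; peptide 500 nM and SAM 20 uM then reacted for 2 h.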
Pin1 inhibitor = human Pin1 inhibition; Potency, µM (titrated, usually from 115 µM), inactives show at the top dose activity, negative = inhibition, usual class: inhibitors; Pin1 FP peptide displacement, HiFluor488, 10 min; 0.009% of 390,000 active; Q13526; active = well fitted inhibition curve with a large enough effect in the polarisation, with a control signal flat, not every such curve was filed as active; inconclusive = small, poorly fitted or top-dose-only effect, or effect the other way, or a change in a side signal; inactive = no such curve, though single readings can be large or run the other way; the % refers to the polarisation; also: potency is read from the fitted curve at half-maximal effect; % is scaled to controls: 0 for no effect and ±100 for the full control effect
Target sequence (Q13526 whole entry, looked up): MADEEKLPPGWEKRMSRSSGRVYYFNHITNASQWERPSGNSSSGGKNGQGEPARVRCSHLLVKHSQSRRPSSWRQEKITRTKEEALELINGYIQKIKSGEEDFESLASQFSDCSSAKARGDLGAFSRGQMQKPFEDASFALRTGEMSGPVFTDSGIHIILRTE
PI4K2A inh = PI4K2A (human) kinase inhibition; Q9BTU6; purified PI4K2A, ADP-Glo luminescence, 1 h; hits give low values; activity change, negative = inhibition, % at 76.9 µM; 0.13% of 420,000 active; in the data active = activity change below about -50%; inconclusive = mostly about -30% to -49%;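 also: -100% = wells without enzyme as full effect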
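ADP-Glo luminescence measured ADP generated by PI4K2A enzyme (4 ug/mL before mixing) with 1.2 mM PI substrate (pre-mix) and 300 microM ATP (pre-mix). Tris pH7.5 buffer with MgCl2, Triton X-100; 1 h reaction at ambient temperature.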
* = called active by the depositor; i = inactive; u = inconclusive; x = not tested or not shown; [ ] = dose if it differs, or a comment. Unless noted, calls follow the shape of the dose curve; as a rule, active = well fitted curve in the direction sought with a large enough effect; inconclusive = small, poorly fitted or top-dose-only effect, or another doubt; inactive = no such curve, though single readings can be large; an effect the other way counts as inactive or inconclusive. The list is partial; the hit share may differ from the screen's.

structure	GLS inhibitor	Tb PGK inh	POLH inh	BAZ2B block	HP1b chromo inh	JMJD2A Tudor	G9a block	Pin1 inhibitor	PI4K2A inh
Cc1cc(OCC(=O)Nn2cnnc2)ccc1Br	3.8%	-0.7%	1.3%	-4.6%	25.0%	-6.4%	-1.3%[59 µM]	1.8%	1.4
Cc1ncoc1C(=O)N1CCc2c([nH]c3ccccc23)C1C1CCCCC1 (centres undefined)	-0.4%	1.9%	-5.6%	25.1µM*	-1.8%	u	x	-14.5%	-1.1
CCOC(=O)C(/C=C(\C#N)C(=O)OCC)=C(/N)N1CCN(c2ccc(OC)cc2)CC1	36.6%[activator]	i	-16.6%	-36.8%	-3.1%	u	-48.5%[59 µM]	u	-9.7
c1ccc(-c2cnnc(N3CCOCC3)n2)cc1	1.2%	-5.9%	-8.5%	-7.1%	20.9%	-0.7%	-9.6%[59 µM]	1.3%	-3.5
Cc1ccc(NC(=O)COc2ccccc2)cc1S(=O)(=O)N1CCCCC1	3.3%	-8.0%	-20.6%	x	x	x	x	x	2.6
Cc1cc(C)cc(Oc2coc3cc(OC(=O)c4cccs4)ccc3c2=O)c1	3.3%	-4.6%	-10.5%	-1.2%	63.1%[activator]	13.0%	4.1%[0.501 µM]	16.9%	34.3
CN(CC(=O)Nc1ccc(F)cc1)C(=O)c1ccc(OCc2cn3ccccc3n2)cc1	-20.2%	i	-0.5%	x	1.2%[57 µM]	-16.6%	x	0.5%	-4.8
OC(COc1ccc(F)cc1Cl)CN1CCc2ccccc2C1 (centres undefined)	-0.9%	-10.4%	-14.3%	-1.4%	59.7%[activator]	-6.3%	2.9%	-1.3%	4.7
CC1CCCCC1NC(=O)NC(=O)COC(=O)c1nccnc1N (centres undefined)	-7.6%	-6.8%	-18.7%	x	14.5%	u	x	15.6%	-1.9
COc1ccc(C2NC(=O)C(=O)/C2=C(\O)c2ccc(Cl)cc2)cc1OC (centres undefined)	7.8%	x	-21.4%	u	56.2%[activator]	-5.7%	u	-9.2%	-0.8
Cc1cc([N+](=O)[O-])ccc1NS(=O)(=O)c1ccccc1	2.4%	-1.1%	-16.3%	x	14.6%	-13.1%	x	-2.6%	6.3
C/C(=N\NC(=O)C1CC1)c1ccc(C)c(C)c1	0.2%	-8.1%	-10.1%	-9.3%	40.2%[activator]	-18.5%	u	2.2%	-9.2
Cc1ccnc(NC(=O)CCc2c(C)nc3ncnn3c2C)c1	3.2%	-0.5%	1.4%	-26.9%	24.6%	-12.0%	-2.1%[12.7 µM]	-2.7%	2.5
CSc1ccc(Cl)c(C(=O)NC2CCCC2)c1	-15.3%	-2.2%	-15.8%	9.2%	42.7%	8.0%	10.8%[12.7 µM]	3.9%	6.9
Cc1nnc(SCC(=O)NC2CCCCC2)s1	-7.6%	-8.0%	-2.1%	13.7%	19.5%	-2.5%	5.4%	8.4%	0.2
CC(=O)c1cccc(NC(=O)/C=C/c2ccc([N+](=O)[O-])s2)c1	-15.1%	i	-4.4%	2.4%	12.6%	-22.4%	-6.3%	-1.4%	-0.8
O=C(Nc1cc(C(F)(F)F)ccc1Cl)c1cc2nc3c(c(C(F)(F)F)n2n1)CCCC3	-0.9%	-3.4%	10.2%	4.8%	64.0%	-16.4%	1.9%[59 µM]	5.6%	8.3
CCN(CC(=O)Nc1ccc(C#N)cc1)CC(=O)Nc1ccc2c(c1)OCCO2	-0.8%	-2.9%	-20.8%	x	x	x	x	x	-3.1
O=[N+]([O-])c1ccc(N2CCN(CCO)CC2)cc1Sc1nc2ccccc2[nH]1	5.3%	-0.9%	-4.1%	-0.6%[57.1 µM]	37.1%	-17.9%	1.8%	-4.8%	1.9
COc1ccc(-c2cc(C)no2)cc1S(=O)(=O)Nc1cccc(CN2CCCC2)c1	-5.2%	-5.1%	-13.8%	-11.6%	41.5%[activator]	-21.6%	x	-0.8%	-0.3
CSc1cccc(NC(=S)N(CCCN2CCCC(C)C2)Cc2cccs2)c1 (centres undefined)	2.7%	i	-17.0%	u	3.9%	u	1.8%[59 µM]	-2.5%	10.6
CC#CCCCC(=O)Nc1ccc(C(=O)O)cc1	4.2%	0.9%	9.0%	-19.7%	16.6%	-5.9%	62.2%[activator][59 µM]	-2.1%	4.2
CCCCN(C)C(=O)Cn1nc(Cc2ccncc2)c2ccccc2c1=O	-18.5%	i	-18.2%	2.3%	19.9%	-2.7%	6.1%[2.33 µM]	-4.1%	-1.9
CCOC(=O)c1c(NC(=O)CSc2nnc(-c3c[nH]c4ccccc34)n2CC)sc2c1CCCC2	0.4%	7.4%	u	-5.5%	29.6%	-26.8%	-12.3%	39.0%[activator]	-1.8
COc1cc(C(=O)NCCSc2ccc(Br)cc2)cc(OC)c1OC	-5.1%	i	-15.7%	-14.1%	56.2%[activator]	-2.0%	-3.7%	-0.1%	0.1
Cc1cccc(NC(=O)C2CCN(C(=O)c3ccc(Cl)cc3)CC2)n1	-0.3%	-1.3%	-25.1%	7.1%	21.2%	-6.9%	-10.0%[2.33 µM]	-1.8%	1.2
Cc1cc(Cl)ccc1C(=O)C1CCCN(C(=O)c2cccc(N3CCCC3=O)c2)C1 (centres undefined)	38.3%[activator]	9.4%	-18.5%	-3.5%	4.0%	u	6.0%	2.1%	0.4
CCOC(=O)c1c(-c2ccc(C)o2)csc1NC(=S)NC(=O)c1ccccc1Br	0.1%	i	-4.8%	-9.5%	u	u	31.6µM*	11.2%	7.7
COc1ccc(-c2c3c(=O)n(C)c(=O)n(C)c3c3c(C)nc4ccccc4n23)cc1	-1.2%	-6.3%	-16.1%	4.8%	-38.3%	-2.4%	7.7%[59 µM]	-8.0%	1.3
Fc1ccc(NCc2cccn2-c2nnc(N3CCOCC3)s2)cc1	-4.2%	-1.8%	-15.3%	1.0%[57.1 µM]	19.9%	-23.3%	-27.9%[59 µM]	1.1%	2.1
CSc1ccc(C(=O)C2CCCN(C(=O)c3cc(C)n(C)n3)C2)cc1 (centres undefined)	4.9%	-2.5%	-3.4%	-7.9%	22.1%	-8.3%	-10.7%	-11.0%	3.2
COc1ccc(SCCc2nnc(-c3ccccc3)o2)cc1	2.5%	x	-16.9%	3.1%	81.5%[activator]	8.4%	53.1%[activator]	-5.1%	-4.6
Cc1ccc2nc(C3CCCN3Cc3nc(CCC(C)C)no3)[nH]c2c1 (centres undefined)	-1.1%	i	-22.3%	-9.9%	33.1%	-15.5%	x	-5.7%	0.0
O=C(O)c1cccc(CSc2nnc(-c3ccc(Cl)cc3)o2)c1	-4.4%	-8.0%	-7.6%	-20.0%	32.5%	-0.3%	u	-3.0%	1.5
CCOC(=O)c1ccc(NC(=O)COc2ccccc2CNCCc2ccccc2)cc1	-7.0%	-0.2%	-19.5%	14.8%	10.7%	-30.3%	-50.5%	-4.7%	0.6
COc1cc(NC(=O)CCc2nc3cccnc3n2Cc2cccs2)cc(OC)c1OC	21.6%	2.9%	-16.7%	u	18.5%	-20.9%	-18.8%[59 µM]	u	-1.7
Cc1cc(Cl)ccc1NC(=O)c1cc2ccccn2n1	-8.7%	-3.5%	-8.8%	7.9%	30.2%	20.5%	0.7%[59 µM]	-1.1%	-4.3
Cc1nnc(Sc2cc(C(=O)NCc3ccco3)c3ccccc3n2)s1	-1.4%	-9.1%	u	u	-8.4%	u	x	-2.8%	-2.7
CC(=O)c1ccc(Sc2nnnn2-c2ccccc2)c([N+](=O)[O-])c1	-1.3%	6.9%	u	u	-2.4%	-23.2%	u	5.3%	23.0
Cc1nn2c(C(F)(F)F)cc(-c3ccc(OC(C)C)cc3)nc2c1C#N	7.7%	-4.5%	-18.4%	1.3%	41.0%[activator]	13.1%	2.2%[59 µM]	0.0%	-0.5
COc1ccc(CCNC(=O)Cn2ccc3cc(S(=O)(=O)N4CCCCC4)ccc32)cc1OC	3.0%	-9.2%	-5.9%	-24.1%	-9.3%	-22.4%	-8.2%[59 µM]	4.1%	5.9
Cc1cc(Cl)ccc1NC(=O)Cn1cncn1	3.5%	2.6%	-3.9%	-9.2%	39.3%[activator]	2.1%	-0.9%	4.3%	7.0
CN(C)c1ccc(N2C(=NC(=O)c3ccccc3)SC3CS(=O)(=O)CC32)cc1 (centres undefined)	25.1%	i	-3.6%	u	15.6%	u	u	3.2%	2.7
O=C(N/N=C/c1c[nH]c2ccccc12)c1ccc(Cl)cc1	-1.0%	i	-18.7%	-12.0%	-4.2%	-24.1%	5.3%	0.0%	-0.5
COC(=O)c1c(C)oc(C)c1S(=O)(=O)NCc1ccc(OC)cc1	-3.7%	i	-4.2%	-4.5%	32.7%	-1.3%	x	5.0%	3.0
COc1ccc(N(C(=O)c2cccnc2)S(=O)(=O)c2ccc(Cl)cc2)cc1	-6.8%	i	-13.0%	-32.0%	23.0%	-17.1%	16.3%	-3.8%	5.6
COc1ccc(CCn2c(C3CCCCC3)nc3c(c(=O)c4ccccc4n3C)c2=O)cc1	-6.8%	-2.8%	-5.0%	-13.1%	50.4%[activator]	-18.8%	-1.3%	u	5.5
